HRas wt GTP bind – human HRas wildtype GTP binding, change in either direction | GST-Ras wt beads, Bodipy-FL-GTP binding, flow cytometry; actives lie on both sides | GTP binding activity, % at 10 µM | 0.14% of 190,000 active | AID 759;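 active = GTP binding activity at least 20% away from the 100% baseline, either lowered as inhibitor or raised as activator; inconclusive = flagged as likely green fluorescent, judged across all proteins in the well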;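 also: 0% = unlabeled GTP competition control and 100% = no-compound control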
Target sequence (P01112 whole entry, looked up): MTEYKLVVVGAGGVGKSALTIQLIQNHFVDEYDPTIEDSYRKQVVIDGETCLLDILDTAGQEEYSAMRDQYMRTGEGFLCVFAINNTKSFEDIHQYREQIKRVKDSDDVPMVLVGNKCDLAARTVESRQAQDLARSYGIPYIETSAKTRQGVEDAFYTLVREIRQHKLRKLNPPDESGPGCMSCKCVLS
Mcl1 Noxa PPI – disrupts binding of human Mcl-1 to Noxa peptide; Q07820; inhibition, % at 21.7 µM; 1.5% of 220,000 active; TR-FRET Mcl-1/Noxa peptide binding, 2 h;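 active = compounds that cut the protein-peptide binding signal by more than 50% relative to plate controls in a single-dose test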;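 also: His-tagged Mcl-1 with rhodamine Noxa BH3 peptide and terbium anti-His antibody; 0% = Mcl-1 plus Noxa peptide wells and 100% = peptide-only wells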
Target sequence (Q07820 whole entry, looked up): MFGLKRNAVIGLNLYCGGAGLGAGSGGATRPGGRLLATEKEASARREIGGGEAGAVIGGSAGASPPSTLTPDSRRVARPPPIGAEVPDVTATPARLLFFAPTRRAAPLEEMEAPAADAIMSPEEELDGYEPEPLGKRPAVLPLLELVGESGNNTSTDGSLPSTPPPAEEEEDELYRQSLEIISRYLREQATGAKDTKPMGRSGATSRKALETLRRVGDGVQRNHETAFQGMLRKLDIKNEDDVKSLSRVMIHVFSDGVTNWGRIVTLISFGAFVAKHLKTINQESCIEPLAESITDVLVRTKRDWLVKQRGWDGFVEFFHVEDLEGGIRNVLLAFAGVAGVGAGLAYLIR
Rab2 wt GTP – changes GTP binding to wildtype dog Rab2A, up or down; P61105; GTP binding activity, % at 10 µM; 0.19% of 190,000 active; GST-Rab2 wt beads, Bodipy-GTP binding, flow cytometry;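 active = GTP binding activity at least 20 points away from 100%, either lowered or raised; inconclusive = signal likely due to the compound's own green fluorescence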;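 also: 0% = beads with excess unlabeled GTP and 100% = no-compound control corrected for plate trend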
Mcl1-Bid inh – disrupts binding of human Mcl-1 to Bid peptide. Q07820. TR-FRET Mcl-1/Bid-Dy647 peptide binding, 1536-well. inhibition, % at 21.7 µM. 0.97% of 220,000 active;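 active = compounds that cut the binding signal by more than half at the single screening dose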;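 also: His-tagged Mcl-1 with europium anti-His antibody binding Bid BH3 peptide; 0% = Mcl-1 plus peptide wells and 100% = peptide-only wells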
Rac1 mut GTP – modulators of GTP binding to human Rac1 activated mutant; P63000; GST-Rac1 activated beads, fluorescent GTP binding, flow cytometry; actives lie on both sides; 100% means binding = to untreated wells; percent activity (GTP binding), % at 10 µM; 0.11% of 190,000 active; AID 764;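 active = GTP binding at least 20 percentage points away from the 100% baseline, in either direction, so actives lie on both sides; inconclusive = Compound likely fluorescent itself, or too few beads counted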
Mcl-1 Bim block – disrupts Bim peptide binding to human Mcl-1 | 0.1% of 190,000 active | Bead-based flow cytometry, Bim peptide-Mcl-1 binding | inhibition, % at 10 µM | Q07820; in the data active = inhibition above about 40%;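 also: 0% = no compound tracer wells and 100% = peptide blocker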
Rac1 wt GTP bind – modulators of human Rac1 wildtype GTP binding | P63000 | 0.27% of 190,000 active | GTP binding activity (% of control), % at 10 µM | GST-Rac1 beads, fluorescent GTP binding, flow cytometry; actives lie on both sides; 0 = cold GTP competed, 100 = untreated;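 active = GTP binding activity at least 20 points away from the 100% control level, either lower or higher; inconclusive = compound flagged as likely green fluorescent, judged across all proteins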
Cdc42 wt GTP – modulators (inhibitors or activators) of GTP binding to human Cdc42 wildtype; P60953; GST-Cdc42 beads, Bodipy-GTP binding, flow cytometry; actives lie on both sides; percent activity (GTP binding), % at 10 µM; 0.2% of 190,000 active;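 active = percent activity GTP binding at least 20 points away from the 100% baseline, either down as inhibitor or up as activator; inconclusive = compound flagged as likely green fluorescent from well-wide comparison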;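 also: median bead fluorescence of bound Bodipy-FL-GTP at 100 nM; 0% = excess unlabeled GTP control and 100% = no compound control; below 100% means less GTP binding so inhibitor and above means activator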
Target sequence (P60953 whole entry, looked up): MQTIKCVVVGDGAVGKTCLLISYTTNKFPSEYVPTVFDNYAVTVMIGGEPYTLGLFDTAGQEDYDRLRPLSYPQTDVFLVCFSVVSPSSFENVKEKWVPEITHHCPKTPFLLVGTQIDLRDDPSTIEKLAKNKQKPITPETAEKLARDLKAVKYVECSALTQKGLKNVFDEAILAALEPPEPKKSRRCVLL
Rab7 wt modul – modulators of GTP binding to dog Rab7 wildtype GTPase; AID 758; GTP binding activity (percent of control), % at 10 µM; GST-Rab7 beads, fluorescent GTP binding, flow cytometry; actives lie on both sides; untreated = 100%, excess cold GTP = 0%; 0.055% of 190,000 active;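 active = fluorescent GTP binding to Rab7 beads changed by at least 20 points from the 100% baseline, either direction, mostly lower; inconclusive = compound itself probably fluorescent, or too few beads counted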;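 also: median green fluorescence of bound Bodipy-FL-GTP per Rab7 bead population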
Avidin bead fluor – compound fluoresces at 488/530 nm on avidin beads. 0.38% of 220,000 active. compound fluorescence 488/530 nm, flow cytometry; stronger effect = higher value. AID 1775. fluorescence (KMESF) at 10 µM; in the data active = fluorescence above about 47; also: inactives centre near 10
Pf gametocyte – kills late stage P. falciparum gametocytes | P. falciparum stage V gametocytes, ATP luminescence, 24 h | inhibition, % at 10.9 µM | 0.065% of 150,000 active | AID 743093;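 active = inhibition above the mean plus 3 SD of compounds within the control limits, set per campaign, cut at about 38% in these data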;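 also: 0% = DMSO wells and 100% = medium only without gametocytes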
* hit, by the source's call; ? = inconclusive; · = no result given.

# | SMILES | Rac1 mut GTP | Rac1 wt GTP bind | Rab7 wt modul | Mcl-1 Bim block | Mcl1 Noxa PPI | Avidin bead fluor | Pf gametocyte | Rab2 wt GTP | Mcl1-Bid inh | Cdc42 wt GTP | HRas wt GTP bind
1 | COc1ccc(NS(=O)(=O)c2cc(S(C)(=O)=O)ccc2C)cc1 | 102 | 107 | 91 | -4 | -1 | 15 | -26 | 100 | -37 | 102 | 101
2 | COC(=O)c1[nH]c2cccc(OC)c2c1NC(=O)CN(C)CC1OCCO1 | 92 | 92 | 94 | -4 | 16 | 27 | -14 | 95 | -5 | 94 | 94
3 | O=C1N(CN2CCN(c3cccc(Cl)c3)CC2)c2ccccc2C12OCCCO2 | 101 | 110 | 100 | -3 | 7 | 1 | · | 101 | -18 | 107 | 102
4 | CCSc1ccc2nnc(-c3cccc(F)c3)n2n1 | 99 | 102 | 100 | -6 | 18 | 10 | -2 | 98 | -19 | 100 | 98
5 | CCn1nc(C)c(NC(=O)CC23CC4CC(CC(C4)C2)C3)c1C | 99 | 103 | 95 | 0 | 25 | 7 | -7 | 97 | -4 | 98 | 95
6 | Cc1ccc2nc(NCCCN3CCOCC3)c(C=NCCCN3CCOCC3)c(=O)n2c1 | 102 | 101 | 96 | -1 | -15 | 17 | · | 101 | -16 | 102 | 100
7 | OCc1cn(-c2ccccc2)nc1-c1ccc(-c2nn(-c3ccccc3)cc2CO)cc1 | 99 | 106 | 101 | -2 | -13 | 9 | -9 | 105 | 4 | 103 | 102
8 | COc1ccc(C2CC(c3c(-c4ccccc4)c4cc(Cl)ccc4[nH]c3=O)=NN2S(C)(=O)=O)cc1 (configuration not stated) | 97 | 102 | 101 | -1 | -49 | 7 | · | 100 | -23 | 98 | 100
9 | CC#CCCCC(=O)Nc1ccc(C(=O)O)cc1 | 99 | 101 | 108 | -3 | -6 | 8 | · | 104 | -1 | 102 | 103
10 | O=C(Oc1cccc(/C=N/Nc2nc(Nc3ccccc3)nc(N3CCOCC3)n2)c1)c1ccco1 | 101 | 108 | 96 | -2 | 0 | 13 | · | 96 | 0 | 98 | 98
11 | Cc1onc(-c2c(Cl)cccc2Cl)c1C(=O)NCc1cccs1 | 98 | 99 | 96 | -4 | 4 | 17 | -14 | 95 | 2 | 97 | 96
12 | O=C(c1cccc(C(F)(F)F)c1)N1CCCCCC1 | 100 | 105 | 100 | -2 | 5 | 11 | -31 | 102 | -9 | 101 | 102
13 | c1ccc(OCCSc2nnnn2-c2ccccc2)cc1 | 102 | 104 | 98 | -1 | -2 | 14 | · | 100 | -12 | 103 | 102
14 | O=C(CC1CCCC1)Nc1nc2ccccc2[nH]1 | 98 | 103 | 99 | 0 | 15 | 15 | -4 | 99 | -3 | 99 | 102
15 | CCOC(=O)c1c(C)sc2c1N(C(C)=O)c1cc(Cl)ccc1S2 | 94 | 95 | 97 | -2 | -1 | 35 | 2 | 93 | -5 | 94 | 96
16 | C=C(C)C(=O)NC1=NN(c2ccccc2)C(=O)C1 | 99 | 100 | 95 | 0 | 27 | 9 | -18 | 97 | -22 | 99 | 99
17 | O=C1N/C(=N/O)S/C1=C/c1cccnc1 | 97 | 98 | 94 | -1 | -5 | 9 | 5 | 95 | 1 | 98 | 96
18 | O=c1cc(N2CCOCC2)[nH]c(=O)n1C1CCCCC1 | 101 | 104 | 104 | 4 | 4 | 32 | · | 104 | -39 | 104 | 103
19 | CC1=NN(C(=O)c2cccc(Cn3nc(C)c([N+](=O)[O-])c3C)c2)C(O)(C(F)(F)F)C1 (configuration not stated) | 96 | 97 | 102 | -5 | 12 | 4 | · | 99 | -19 | 98 | 97
20 | Cc1oc(-c2cc(F)cc(F)c2)nc1CN1CCSCC1 | 95 | 102 | 101 | -1 | 9 | 8 | 8 | 98 | -52 | 98 | 97
21 | Cc1nc2ccccn2c1/C(O)=C1\C(=O)C(=O)N(CCN(C)C)C1c1ccco1 (configuration not stated) | 95 | 101 | 94 | -2 | 10 | 6 | -12 | 94 | -27 | 98 | 98
22 | Cc1nc2ccc(F)cc2cc1C(=O)Nc1ccc(Cl)c(Cl)c1 | 98 | 97 | 100 | -1 | -2 | 9 | -1 | 95 | -41 | 98 | 96
23 | O=C(NCCc1c[nH]c2ccccc12)C(F)(F)C(F)F | 103 | 108 | 106 | 2 | 28 | 8 | · | 109 | -36 | 112 | 110
24 | COc1ccc(OCC(=O)NCCCN2CCOCC2)cc1 | 102 | 107 | 100 | 1 | 8 | 9 | · | 100 | -6 | 103 | 100
25 | CCOC(=O)C1C(=O)NC(c2ccccc2)=NC1c1ccc(Br)cc1 (configuration not stated) | 92 | 95 | 102 | 0 | -19 | 15 | -17 | 95 | -4 | 94 | 96
26 | CC(C)(C)S(=O)(=O)c1ccsc1C(=O)O | 101 | 103 | 99 | -5 | 20 | 19 | -1 | 100 | -10 | 102 | 101
27 | CCCN(CC(=O)Nc1cccc(Br)c1)CC(=O)Nc1ccc(F)c(F)c1F | 97 | 97 | 96 | -3 | 30 | 14 | 5 | 94 | 6 | 97 | 94
28 | Cc1ccc(C(=O)CSc2nc3cccnc3n2C)cc1 | 99 | 103 | 103 | -6 | 14 | 5 | · | 102 | 2 | 102 | 103
29 | Cn1c(CCCOc2ccc(Cl)cc2Cl)nnc1SCC(=O)Nc1nccs1 | 101 | 103 | 100 | 0 | -25 | 4 | -4 | 100 | 15 | 103 | 100
30 | CC(=O)N(C(C)=O)S(=O)(=O)c1ccc(N=NN2CCCCC2)cc1 | 101 | 105 | 102 | -1 | 15 | 10 | -17 | 101 | 3 | 102 | 103
31 | CN1CCN(CCC(=O)Nc2ccccc2Cl)CC1 | 101 | 109 | 99 | 2 | 12 | 37 | · | 103 | -13 | 106 | 101
32 | CCOc1ncccc1C(=O)Nc1nnc(C2CC2)s1 | 97 | 99 | 104 | -3 | 6 | 11 | 22 | 99 | -20 | 95 | 99
33 | COc1ccc(NC(=O)CN(C)CC(=O)Nc2cccc(S(=O)(=O)N(C)c3ccccc3)c2)cc1 | 94 | 95 | 102 | -1 | 20 | 12 | 13 | 97 | -9 | 95 | 96
34 | COc1ccc(/C=N/NC(=O)CC(=O)NCCc2ccccc2)cc1OC | 98 | 99 | 97 | 2 | 6 | 5 | · | 98 | -27 | 99 | 99
35 | Cc1ccc2[nH]c3nc(SCCN4CCOCC4)nnc3c2c1 | ? | ? | ? | 1 | 34 | 7 | · | ? | -17 | ? | ?
36 | N/C(=N\OC(=O)c1ccccc1[N+](=O)[O-])c1cccnc1 | 99 | 101 | 100 | -3 | 4 | 10 | 7 | 99 | -4 | 101 | 101
37 | CCc1ccc(NC(=S)N(CCN(C)C)C(C)c2ccncc2)cc1 (configuration not stated) | 102 | 103 | 97 | -1 | 25 | 8 | 4 | 99 | -73 | 96 | 99
38 | COc1ccc(NC(=O)CCS(=O)(=O)c2ccc3c(c2)CCCN3C(C)=O)cc1 | 94 | 93 | 98 | -5 | -5 | 17 | · | 97 | -5 | 95 | 97
39 | Cc1ccccc1C(=O)N=c1sccn1C | 96 | 99 | 100 | 0 | 1 | 6 | 8 | 98 | -4 | 99 | 98
40 | N#Cc1ccc(OCC(=O)NCC2(N3CCCCC3)CCCCC2)cc1 | 95 | 95 | 93 | -2 | 1 | 24 | 17 | 97 | -14 | 97 | 95
41 | COC(=O)C1C2C=CC3(CN(C(C)C)C(=O)C13)O2 (configuration not stated) | 99 | 105 | 98 | -3 | 12 | 26 | · | 99 | -12 | 103 | 100
42 | CC(C)Oc1ccc(C(=O)N/N=C/c2ccc(-c3ccc(S(=O)(=O)Nc4ncccn4)cc3)o2)cc1 | 95 | 99 | 98 | -1 | 67* | 10 | · | 97 | -34 | 98 | 98
43 | CSc1ccccc1NC(=S)Nc1ccccc1C(F)(F)F | 99 | 102 | 96 | -6 | 17 | 31 | 15 | 97 | -39 | 103 | 101
44 | Cc1ccc(C(CCN(Cc2ccccc2)C(=O)c2ccco2)c2ccco2)cc1 (configuration not stated) | 97 | 99 | 97 | 0 | 36 | 11 | · | 95 | -70 | 96 | 95
45 | CCC[N+]1(CC#CC2(O)CCCCC2)CCOCC1 | 96 | 101 | 98 | 0 | 29 | 11 | · | 99 | -3 | 98 | 99
46 | COc1ccc(-c2nc3ccccc3c(=O)o2)cc1OC | 99 | 102 | 100 | -2 | 21 | 4 | · | 98 | -24 | 100 | 100
47 | COc1ccc(C=O)cc1Cn1ccnc1 | 96 | 101 | 104 | -2 | 3 | 10 | 9 | 100 | 13 | 99 | 98
48 | Nc1c(C(=O)NCc2cccs2)nnn1CC(=O)Nc1cccc(Cl)c1 | 94 | 99 | 95 | -1 | -10 | 12 | · | 95 | -3 | 97 | 96
49 | Cc1cc2cccc(C)c2nc1SCC(=O)NNC(=O)c1ccco1 | 94 | 99 | 95 | -1 | 22 | 11 | 11 | 96 | -3 | 100 | 97
50 | COc1ccc2nc(C)c3cc(C)oc3c2c1 | 90 | 87 | 93 | -4 | · | 14 | 3 | 91 | -5 | 94 | 92
51 | CCS(=O)(=O)N1CCC(C(=O)NCCC2=CCCCC2)CC1 | 101 | 108 | 104 | 0 | 0 | 6 | · | 105 | -31 | 107 | 105
52 | CCn1cc(C(=O)O)c(=O)c2cc(S(=O)(=O)N(C)C)ccc21 | 96 | 100 | 100 | 0 | 12 | 19 | -9 | 104 | -17 | 101 | 104
53 | CCc1nnc(NC(=O)[C@@H](NC(=O)c2cccc(S(=O)(=O)N(CC)CC)c2)C(C)C)s1 | 101 | 106 | 101 | -2 | 10 | 9 | -6 | 103 | 6 | 107 | 105
54 | O=[N+]([O-])c1ccc(CSc2ccc(-c3ccccn3)nn2)cc1 | 94 | 97 | 103 | 0 | 5 | 9 | 26 | 97 | -8 | 100 | 97
55 | CC(=O)Nc1ccc(/C=C(\C#N)C(=O)NC2CCCCC2)cc1 | 96 | 98 | 101 | 1 | 12 | 11 | · | 98 | -14 | 96 | 97
56 | Cn1c(CCNC(=O)C2CCCCC2)nc2cc([N+](=O)[O-])ccc21 | 92 | 95 | 97 | -1 | 5 | 10 | -4 | 93 | 7 | 94 | 94
57 | Nc1ncnc(N(c2ccccc2)C2CCCCC2)c1[N+](=O)[O-] | 99 | 99 | 98 | -6 | -4 | 5 | -12 | 99 | -24 | 99 | 97
58 | CC(NC(=O)COC(=O)CCc1nc(=O)c2ccccc2n1C)c1ccccc1 (configuration not stated) | 96 | 102 | 110 | -2 | 4 | 5 | -6 | 101 | -22 | 97 | 101
59 | CCN(CC)c1ccc(NC(=O)c2cnccn2)cc1S(=O)(=O)Nc1ccc(OC)cc1 | 100 | 101 | 94 | 0 | -6 | 4 | 20 | 95 | -87 | 99 | 98
60 | COc1ccc(Nc2sc(C(=O)c3ccc(Cl)cc3)c(N)c2C(=O)Nc2ccccc2OC)cc1 | 100 | 102 | 101 | 1 | -3 | 12 | -7 | 100 | -5 | 104 | 102

Source: PubChem BioAssay (several laboratories)

An unsorted share of the library. Share with any hit: about 2.7%.
